# Compound activity deposited in PubChem by Broad Institute.
# Cneo AK release: Cryptococcus neoformans cell lysis inducers, primary screen, AK release luminescence, single concentration | C. neoformans lysis, adenylate kinase release luminescence, 4 h; normalised: neutral wells 0, clomiphene wells 100 | AID 651654, 2012 | lysis activity, % at 15 µM | hit rate 0.2% among 360,000;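 active = mean lysis activity across replicates of at least 80%, whatever share of replicates individually reach that level; inactive = mean lysis activity below 80%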
#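 Material: C. neoformans cells | Amount: Yeast cell density of 5 × 10^6 cells/mL | Medium: Fresh YPD growth medium | Dosing: Single dose | Times: Static 4 h at 37 °C with compound, 1 h detection | Detection: AK luminescence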
# Xi reactivation: activators of inactive X chromosome reactivation, primary screen, imaging, XiGFP fibroblasts, GFP high-content imaging, set 2 | activation, % at 7.58 µM | XiGFP mouse fibroblasts, % GFP-positive cells imaging, 3 d; cells co-treated with 5-aza-dC sensitizer; scaled so ellipticine positive control = 100% | hit rate 0.055% among 360,000;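 active = mean normalized replicate activation at least 10% and every replicate at or above 10%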;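 note: 0% = median of on-plate neutral control wells and 100% = ellipticine 6 µM median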
#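 System: XiGFP fibroblasts, SV40-immortalized. Medium: DMEM plus 5-aza-dC sensitizer. Doses: single point. Timing: 3 d treatment, 15 min room-temperature fixation. Control set: ellipticine 6 µM.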
# LGR2 inh: inhibitors of bursicon-induced LGR2 CRE-luciferase signal, primary screen, cell-based, HEK293, CRE-luciferase reporter, bursicon stimulation. bursicon-stimulated, 4 h. Drosophila bursicon receptor LGR2 (rickets). hit rate 0.35% among 380,000. inhibition, % at 9.99 µM. AID 720647, 2013;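 active = drop in luminescence signal, shown as inhibition above about 50% in the replicate tests, limit read from the data, passing the limit was not always enough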;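 note: agonist challenge used bursicon conditioned medium at about half maximal strength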
# * marks the source's active call; other numbers are inactive results. Some of the compounds tested; rates above refer to the full screens.
mol	Cneo AK release	Xi reactivation	LGR2 inh
CCN(CC)S(=O)(=O)c1ccc(N=NC2=C(O)CC(C)(C)CC2=O)cc1	2	0.0	7
Cc1ccc(-c2csc(NC(=O)CSc3nc4ccccc4o3)n2)cc1	1	0.0	25
CCC1CCCN1Cn1cnc2c([nH]c3ccc(C)cc32)c1=O (centres undefined)	-1	0.3	12
Cc1cccc(NC(=S)N(CCCN2CCOCC2)Cc2ccccn2)c1	2	0.0	15
O=C(COC(=O)C1CC2C=CC1C2)NCc1ccc(F)cc1 (centres undefined)	3	0.0	-2
COc1cccc(/C=N/NC(=O)C[n+]2ccccc2)c1OC	0	-0.1	1
CC(C)(C)N(NC(=O)Nc1ccccc1)C(=O)c1ccccc1	-2	0.7	-34
CCCCN(CCCC)C(=S)NC(=O)C(C)(C)C	1	-0.1	-4
Cc1cc(C(=O)CN2C(=O)NC3(CCCC3)C2=O)c(C)n1-c1ccc2c(c1)OCO2	-2	0.0	-11
CC(C)c1ccccc1OCC(=O)NC1CCCc2ccccc21 (centres undefined)	0	0.0	15

# The list goes on:
mol	Cneo AK release	Xi reactivation	LGR2 inh
CCCCN(C)S(=O)(=O)c1ccc(C(=O)N=c2sc3cc(NC(C)=O)ccc3n2C)cc1	4	0.1	-5
CCCN(CCC)S(=O)(=O)c1ccc(C(=O)Nc2nc3c(s2)CCc2ccccc2-3)cc1	-2	0.5	10
CC1=NN(c2ccc(C)cc2C)C(=O)C1C(c1cccc(O)c1)C1C(=O)N(c2ccc(C)cc2C)N=C1C (centres undefined)	6	-0.2	6
CC(=O)Nc1cc(C(=O)OCC(=O)c2ccccc2)ccc1C	-4	-0.1	-69
N=c1n(CC(=O)c2ccc([N+](=O)[O-])cc2)c2ccccc2n1Cc1ccccc1	0	1.9	-6
COc1ccc(/C=C(/C#N)C(=O)Nc2cccnc2)cc1OC	-1	0.2	-13
CC(C#N)(Nc1ccc(Cl)cc1)c1cccnc1 (centres undefined)	5	0.3	6
Cc1cc(CCCCCCCCc2cc(C)cc(=O)o2)oc(=O)c1	1	0.0	-4
CSc1ccccc1NC(=O)CN(C)CC(=O)Nc1ccccc1F	-1	0.0	-11
CCOc1cc(/C=N/NC(=O)CN2CCCCC2)ccc1OCc1cccc(Cl)c1	0	0.3	-5

# The listing continues:
mol	Cneo AK release	Xi reactivation	LGR2 inh
CCOC(=O)c1sc(N(Cc2ccccc2)C(=O)COC(=O)c2ccc(O)cc2)nc1C	-1	0.4	45
CCNc1nc(NCC)n2c(SC(C(=O)Nc3cc(Cl)cc(Cl)c3)c3ccccc3)nnc2n1 (centres undefined)	23	0.0	2
Cc1ccc(S(=O)(=O)N(Cc2cc3cccc(C)c3[nH]c2=O)c2ccccc2)cc1	-3	0.1	10
c1cncc(Cc2cc3ccccc3[nH]2)c1	10	0.1	-9
N#C/C(=C\c1cccnc1)C(=O)Nc1ccccc1	2	0.0	-29
O=C(CO/N=C/c1ccccc1OC(F)F)NCc1cccs1	-2	0.0	17
Cc1ccnn1CC(=O)N/N=C/c1cccs1	2	0.0	-11
Cc1cc(-c2csc(NC(=O)c3ccccc3C(F)(F)F)n2)c(C)n1Cc1ccccc1	7	0.4	6
COC(=O)Nc1ccc(S(=O)(=O)N2CCCC(C(=O)NC3CCS(=O)(=O)C3)C2)cc1 (centres undefined)	20	0.0	-3
Cn1cnnc1Sc1ccc(C(=O)OCC(=O)Nc2cc(Cl)cc(Cl)c2)cc1[N+](=O)[O-]	-5	0.1	-4

# (listing goes on)
mol	Cneo AK release	Xi reactivation	LGR2 inh
C=CCN1C(=O)C(Cc2ccc(OCC)cc2)SC1=Nc1ccc(C(=O)O)cc1 (centres undefined)	-3	0.0	-7
COc1cc(/C=N/NC(N)=O)ccc1OCC(=O)Nc1ccc(C)c(C)c1	2	0.0	-28
CCN(CC)S(=O)(=O)c1cc(NC(=O)COC(=O)CCC(=O)c2ccc(F)cc2)ccc1C	1	-0.1	-3
COc1ccc(NC(=O)/C=C/c2cccc(F)c2)cn1	-6	0.0	-57
Cc1ccccc1C(CC(=O)c1cccs1)C(C#N)C#N (centres undefined)	1	0.2	35
CC1=CN2C(=N)/C(=C/c3cn(CCCOc4ccccc4C)c4ccccc34)C(=O)N=C2S1	-1	0.0	-62
O=C(/C(=C/c1ccccc1)n1cncn1)c1ccc(Cl)cc1Cl	2	0.0	10
Cc1ccc(S(=O)(=O)N2CCOCC2)cc1NC(=O)COC(=O)c1cc(=O)c2ccccc2o1	5	-0.1	6
CC(NC(=O)c1ccc(Br)cc1)c1ccc2c(c1)CCCC2 (centres undefined)	14	0.0	39
CSc1ccc(/C=N/NC(=O)CN2CCN(Cc3ccccc3Cl)CC2)cc1	0	0.0	-13

# (continued)
mol	Cneo AK release	Xi reactivation	LGR2 inh
Cc1ccc(C2=C(CC(=O)O)C(=O)CC2)cc1	1	0.4	-12
Cc1ccc(CN(Cc2ccco2)C(=S)NCC(=O)O)cc1	1	-0.2	-20
O=C(Oc1ccc2c(=O)c(Oc3ccc4ccccc4c3)coc2c1)c1cccnc1	-1	0.1	7
O=[N+]([O-])c1cccc(CNc2ccc3c(c2)CCC3)c1	-1	0.4	-45
Cc1ccccc1OCC(=O)NCC(=O)N/N=C/c1ccc(Br)o1	-1	-0.2	11
CCCCN(C)CCOc1ccccc1OCC	1	-0.1	-11
O=C(CSc1nc2ccccc2s1)NC1CCCc2ccccc21 (centres undefined)	1	-0.1	32
O=C(Nc1ccon1)c1ccc(OC2CCCC2)cc1	-4	0.0	-94
O=C(COc1ncnc2ccccc12)Nc1cccc(S(=O)(=O)N2CCOCC2)c1	2	0.5	24
Cc1ccc(S(=O)(=O)N2CC(O)CC2C(=O)OCC(=O)c2ccccc2Cl)cc1C (centres undefined)	0	-0.1	-8

# Next results follow.
mol	Cneo AK release	Xi reactivation	LGR2 inh
COC(=O)C1(C)CCc2cc(OC)ccc2C1=O (centres undefined)	-4	0.0	-6
Nc1c(Cl)cc(NC(=O)c2ccccc2C(=O)O)cc1Br	0	0.0	17
O=C(COC(=O)CNC(=O)c1cccc([N+](=O)[O-])c1)Nc1nc2ccccc2s1	0	2.4	7
Cc1c(Cl)cccc1NC(=O)CNc1cccc(S(=O)(=O)N(C)C)c1	-1	-0.2	-6
COc1ccc(NS(=O)(=O)c2ccc(N3CCCC3)c(NC(=S)Nc3cccc(C)c3C)c2)cc1	-1	0.1	17
Cc1[nH]c2c(C)cccc2c1CCNC(=O)C1CCCCC1C(=O)OCC(F)(F)F (centres undefined)	6	0.1	3
O=c1[nH]c2ccccc2nc1/C=C(\O)C(F)F	-1	0.1	3
COC(=O)/C(=N\Nc1ccccc1)Sc1nnc(-c2ccc(OC)cc2)n1C	2	0.0	6
C/C(=N\NC(=S)NCc1ccccc1)c1ccc(Cl)cc1	21	0.1	-7
COc1ccc(Cn2c(O)c(C=Nc3ccc(O)cc3)c3ccccc3c2=O)cc1	-1	0.0	13

# Later entries
mol	Cneo AK release	Xi reactivation	LGR2 inh
CCc1ccc(NC(=S)N(CCCN2CCN(C)CC2)Cc2cccs2)cc1	-2	0.2	-3
COc1ccc(NS(=O)(=O)c2ccc(O)c(C(=O)OCC(=O)Nc3ccc4c(c3)OCCO4)c2)cc1	-4	0.0	8
O=c1c(Cl)c(NCc2ccc(F)cc2)cnn1C12CC3CC(CC(C3)C1)C2	1	0.0	-16
Cc1ccc(C)c(NC(=O)c2cc(-c3ccccc3)nn2-c2ccccc2)c1	0	0.0	11
Cc1nccn1CC(=O)N/N=C/c1cccc(O)c1	1	0.3	20
Fc1ccc(/C=N/NC2=Nc3cccc4cccc2c34)cc1	-10	-0.1	-18
COc1cc(/C=C2\SC(=S)N(Nc3ccccc3)C2=O)ccc1O	-6	0.0	-66
CCCCNC(=O)C1CCC(CNS(=O)(=O)c2ccc(NC(C)=O)cc2)CC1 (centres undefined)	-2	0.1	3
O=C1c2ccccc2C(=O)N1CCCCN(C(=O)c1cc2ccccc2oc1=O)c1ccc(Cl)cc1	-3	0.2	-2
Cc1nn(Cc2ccc(Cl)cc2)c(C)c1NC(=O)CCCn1nc([N+](=O)[O-])c(Cl)c1C	-3	0.0	6

# (cont.)
mol	Cneo AK release	Xi reactivation	LGR2 inh
CC1CN(CCOc2ccc([N+](=O)[O-])cc2)CC(C)O1 (centres undefined)	-1	0.0	-8
CCC(C)NC(=O)c1ccccc1NC(=O)c1ccc(CSc2ccccc2)cc1 (centres undefined)	0	0.0	20
COc1ccc(C2=NN(c3nc4ccccc4s3)C(=O)/C2=C\N(C)C)cc1	8	0.0	5
COc1ccc(Cl)cc1NC(=O)C(C)OC(=O)c1ccc(NS(=O)(=O)c2ccc3[nH]c(=O)[nH]c3c2)cc1 (centres undefined)	10	-0.1	16
CCCC(=O)Nc1sc(C)c(-c2ccc(OC)cc2)c1C#N	-1	0.0	13
Cc1ccccc1-c1n[nH]c(=S)n1/N=C/c1c(C)nn(-c2ccccc2)c1C	-3	-0.1	-3
Cc1ccc(Sc2ncccc2C(=O)O)cc1	-3	0.1	-21
COc1ccc(OC)c(NC(=O)/C=C/c2ccccc2[N+](=O)[O-])c1	0	0.2	-23
COc1ccc(/C=C(\C#N)C(=O)NCc2cccs2)cc1OC	-2	-0.1	-14
COC(=O)NNC(=O)COc1cc(C)c(Br)cc1C(C)C	1	0.0	-2

# Continued:
mol	Cneo AK release	Xi reactivation	LGR2 inh
COC(=O)CCc1sc(Nc2ccccc2)nc1-c1ccc(OC)cc1	-3	0.0	-65
Cc1cc(-c2ccccc2)c2c(=O)[nH][nH]c2n1	4	0.0	-11
C=CCN1C(=O)C(C)S/C1=N\S(=O)(=O)c1ccc(Cl)cc1 (centres undefined)	-1	-0.2	8
O=C(NC(c1ccc(Cl)cc1)c1cc(Cl)c2cccnc2c1O)c1cccnc1 (centres undefined)	0	1.8	31
COc1ccc(-n2c(=O)c3ccccc3c3ccccc3c2=O)cc1	-1	0.1	-9
O=C(c1ccccc1)C(C(=O)N1CCc2ccccc2C1)n1ccccc1=O (centres undefined)	-2	0.3	-9
COCc1cc(C)nc(OCC(=O)N/N=C/c2ccc(O)cc2)c1C#N	-3	0.5	-4
Cc1ccc(Cn2nc(C)c(NC(=O)CCCn3nc([N+](=O)[O-])c(Cl)c3C)c2C)cc1	0	0.0	-20
CCN(C(=O)COC(=O)c1cccnc1Nc1cccc(C(F)(F)F)c1)C1CCS(=O)(=O)C1 (centres undefined)	0	0.4	-10
N#Cc1ncc(-c2ccc3c(c2)OCCOCCOCCOCCOCCO3)nc1C#N	0	0.1	-10

# (cont.)
mol	Cneo AK release	Xi reactivation	LGR2 inh
Cc1cc(C)n(CC(=O)N/N=C/c2cccs2)n1	2	0.0	-40
O=C(COc1cccc(Br)c1)NN=C1c2ccccc2-c2ccccc21	5	0.2	19
Cc1cc(=O)oc2cc(Nc3ccccc3)ccc12	0	0.0	-19
O=C(N/N=C/c1cc(Br)cs1)c1ccccc1[N+](=O)[O-]	-2	0.5	-3
Cc1nc(Nc2nc(CSc3nc4ccccc4[nH]3)cc(=O)[nH]2)nc2ccccc12	-4	0.1	82*
S=C(c1cn(CCOc2cccc3ccccc23)c2ccccc12)N1CCCC1	3	0.2	-7
O=C(c1ccc(S(=O)(=O)N2CCCCC2)cc1)N1CCN(c2ccccc2F)CC1	-2	0.0	-8
O=C(NNS(=O)(=O)c1ccc(CCCl)cc1)C(O)(c1ccccc1)c1ccccc1	3	0.0	-9
Cc1ccc(-c2n[nH]c(=S)n2/N=C/c2ccc(C)o2)cc1	1	-0.1	3
